# Growth percent in the NCI-60 one-dose screen (48 h, 10 µM unless noted): 100 = growth as untreated, 0 = no growth, -100 = all killed.
# UO-31: UO-31 renal cancer; AID 1794768; 81,000 tested, 5.2% active
# SK-OV-3: SK-OV-3 ovarian cancer cells; AID 1794785; 80,000 tested, 3.2% active
# OVCAR-4: OVCAR-4 ovarian cancer cells | 80,000 tested, 3.7% active
# TK-10: TK-10 renal cancer cells | AID 1794769 | 81,000 tested, 3.9% active
# 786-0: 786-0 renal cancer cells; 81,000 tested, 5.1% active
# IGROV1: IGROV1 ovarian cancer | 79,000 tested, 4.7% active
# SN12C: SN12C renal cancer cells; 81,000 tested, 3.8% active; AID 1794767
# OVCAR-5: OVCAR-5 ovarian cancer; 82,000 tested, 2.9% active; AID 1794783
# Numbers without * were called inactive; nt = not tested or not shown; & = joins results of further samples; [ ] = remark or other dose. The calls were made as follows: active = growth percent below 10; inactive = the rest.
SMILES,UO-31,SK-OV-3,OVCAR-4,TK-10,786-0,IGROV1,SN12C,OVCAR-5
O=C1C=CC2CC1(O)C1CCCCN1O2 (stereo not drawn),78,101,102,102,102,104,102,111
C#CC(C)(O)C(C)C (stereo not drawn),83,103,94,105,101,107,98,111
CC(c1cccc(Nc2ncnc3nc[nH]c23)c1)N(CCCl)CCCl (stereo not drawn),79,93,102,101,93,78,92,98
CCCCC1C(=O)NC(=O)NC1=O,102,107,99,113,101,113,95,97
O=C(CCl)c1ccc([N+](=O)[O-])o1,-8.8*,102,2.3*,-39*,-29*,1.5*,-38*,-73*
O=C(N[C@H](Cc1cnc[nH]1)C(=O)O)C(=O)c1cn(Cc2cn(-c3ccccc3)nn2)c2ccccc12,85,93,104,98,99,102,109,112
O=[N+]([O-])c1ccccc1O,103,105,138,99,108,111,107,103
CCC(CC)CC1(C)CC2(C)CCOC2OO1 (stereo not drawn),89,111,95,98,101,114,102,113
CC(=O)OC1CN2CCC1CC2 (stereo not drawn),88,107,103,101,97,106,nt,nt
CCc1ccccc1N,107,103,109,88,99,46,89,102
CCCCCN(CCCCC)N=O,100,114,98,119,103,110,102,95
CCC1(Cc2ccccc2)C(=O)NC(=S)N(C)C1=O (stereo not drawn),100,108,105,98,94,114,107,97
CCC1(Br)C(=O)NC(=O)NC1=O,116,119,111,119,113,127,105,101
O=C1CC(O)CO1 (stereo not drawn),92,107,97,119,98,104,102,99
Nc1nc(N)c(-c2ccc(Cl)cc2)c(COc2ccc(NC(=O)c3cccc(S(=O)(=O)F)c3)cc2)n1,71,99,105,105,89,88,96,102
CC1=NNC(=O)C1(Br)Br,80,86,108,107,106,95,89,98
C[C@@H]1[C@H](c2ccccc2)OCN1C,93,102,103,97,100,114,97,89
CC(=O)Nc1ccc(NC(=O)c2ccc([As](O)O)cc2)cc1,69,nt,103,136,107,nt,94,140
O=C(O)c1ccccc1-c1c2cc(Br)c(=O)cc-2oc2[c]([Hg])c(O)c(Br)cc12,104&87,109&129,96&103,104&125,98&113,119&113,102&104,113
Cn1c(=O)c2[nH]cnc2n(C)c1=O (tested in a mixture with another compound),84&87,98&94,114&106,93&103,103&93,103&106,97,95&93
CCCCCCCNC(=O)CI,99,102,103,105,100,111,98,95
NNC(=O)CC[C@H](N)C(=O)O,96[20 µM],99[20 µM],114[20 µM],96[20 µM],101[20 µM],104[20 µM],98[20 µM],93[20 µM]
CC[C@]1(O)CC[C@H]2[C@@H]3CCC4=CC(=O)CC[C@@H]4[C@H]3CC[C@@]21CC,104,115,88,113,101,nt,101,110
CC(CC#N)N1CC1 (stereo not drawn),90,108,105,111,96,115,106,91
COP(=O)(SC)N(C)C (stereo not drawn),97,110,111,113,100,134,106,99
COP(N)(=S)Oc1cc(Cl)c(Cl)cc1Cl (stereo not drawn),69,109,104,108,108,104,101,98
COC(=O)[C@@H](C)C[C@H](Cc1ccccc1)NC(=O)c1csc([C@@H](C[C@H](C(C)C)N(C)C(=O)C2(NC(=O)[C@H]3CCCCN3C)CCC2)OC(C)=O)n1,43,29,50,nt,21,23,30,24
O=C(Nc1ccccc1)OCC(Cl)(Cl)Cl,81,102,97,89,95,100,100,101
C1CCC(NCC2CCCO2)CC1 (stereo not drawn),75,95,122,132,103,91,98,106
CC1(C)N=C(N)N=C(N)N1c1ccc(CCNS(=O)(=O)c2ccc(S(=O)(=O)F)cc2)cc1,83,101,105,112,112,98,110,105
Sc1ccc(Cl)cc1,86,106,107,94,97,105,94,96
ClCCN(CCCl)Cc1nc2cc3ccccc3cc2[nH]1,79,102,101,107,102,60,85,99
C/C(CC(C)(C)N1CC1)=N\NC(=O)NC1CCCCC1,92,100,112,96,104,107,109,118
Nc1nonc1-c1noc(-c2nonc2N)n1,88,101,95,89,103,116,101,95
CCOC(=O)c1cnc(SCc2ccc(Cl)c(Cl)c2)nc1N1CC1,35,75,54,72,60,34,58,83
CC12CCC3c4ccc(OP(=O)(N5CC5)N5CC5)cc4CCC3C1CCC2=O (stereo not drawn),94,126,104,99,108,93,97,109
CC(N)C(=O)c1ccccc1 (stereo not drawn),83,98,97,93,101,104,94,100
CNc1ccccc1C(=O)O,87,102,122,86,95,109,105,111
NP(=O)(Oc1ccccc1)c1ccccc1 (stereo not drawn),82,107,111,110,111,91,97,113
O=C(/C=C/c1ccc(F)cc1)c1nc2ccccc2n1Cc1ccc(F)cc1,-34*,70,57,12,-32*,15,22,-7.9*
CCCCN(CCCC)CC(O)c1ccccc1I (stereo not drawn),68,87,81,86,79,72,71,70
Oc1cccc2nc3ccccc3nc12,70,105,95,183,102,71,95,116
C1CC2CCC1CNC2,78,94,118,100,99,107,100,96
O=C(Nc1ccc(Cl)cc1)Nc1nccs1,40,33,81,nt,57,34,50,67
O=S(=O)(F)c1cccc(Cl)c1C[P+](c1ccccc1)(c1ccccc1)c1ccccc1,88,89,90,116,104,85,102,95
O=C1NC(=O)C2(CC(C(=O)N(CCCl)CCCl)Oc3ccc(F)cc32)N1 (stereo not drawn),89,91,93,105,98,113,112,96
O=C1CN2CCC1CC2,85,105,109,106,89,108,106,101
CC[C@H](C)[C@@H]1OC(=O)C(C)(C)[C@H](O)[C@H](Cc2ccccc2)OC(=O)[C@H](C(C)C)OC(=O)[C@@H](NC(=O)c2cccc(NC=O)c2O)[C@@H](C)OC1=O,47,61,29,50,64,54,nt,103
CC(=O)[O][Hg][c]1c(N)c(C)cc(C)c1F,35,70,42,97,-32*,-33*,5.9*,47
CC1CN1CCCCN1CC1C (stereo not drawn),98,103,112,89,103,107,109,102

# (next part)
SMILES,UO-31,SK-OV-3,OVCAR-4,TK-10,786-0,IGROV1,SN12C,OVCAR-5
CCc1cccc2ccccc12,91,119,nt,107,112,107,109,89
CC(Cc1ccccc1)N(C)C (stereo not drawn),89,108,102,91,97,102,100,nt
CCCCN(CCCC)CC(O)c1ccc(Cl)c(C)c1Cl (stereo not drawn),96,103,105,103,101,122,98,98
CN(C)c1ccc(CN2CCCN(Cc3ccc(N(C)C)cc3)P2(=O)N(CCCl)CCCl)cc1,92,110,98,97,100,118,95,102
C[CH2][Pb]([CH2]C)([CH2]C)[O]C(=O)COc1ccccc1,-6.3*,4.7*,15,nt,-22*,2.0*,8.5*,-5.6*
O=NN1CCCCC1,99,107,110,110,103,116,99,104
CCOP(=O)(OCCCl)C(NC(=O)c1ccc(C)cc1)=C(Cl)Cl (stereo not drawn),74,104,103,114,102,108,90,117
O=[N+]([O-])c1c(F)cc(F)c([N+](=O)[O-])c1F,100,118,nt,111,103,108,108,100
CCCC[C@H](NC(=O)[C@H]1CCCCN1C)C(=O)N(C)[C@H](C[C@@H](OC(C)=O)c1nc(C(=O)N[C@@H](Cc2ccccc2)C[C@H](C)C(=O)OCC)cs1)C(C)C,32,-6.1*,50,-7.1*,3.8*,24,24,36
O=C(O)c1ccccc1C(=O)O (tested in a mixture with another compound),85,106,110,88,97,87,105,99

# Whole records as entered above. Screens in order: UO-31 | SK-OV-3 | OVCAR-4 | TK-10 | 786-0 | IGROV1 | SN12C | OVCAR-5
# `O=[N+]([O-])c1c(F)cc(F)c([N+](=O)[O-])c1F` across the screens: 100 | 118 | nt | 111 | 103 | 108 | 108 | 100
# `C[CH2][Pb]([CH2]C)([CH2]C)[O]C(=O)COc1ccccc1` across the screens: -6.3* | 4.7* | 15 | nt | -22* | 2.0* | 8.5* | -5.6*

# 24 of the compounds above, with tabs.
Compound	UO-31	SK-OV-3	OVCAR-4	TK-10	786-0	IGROV1	SN12C	OVCAR-5
CCOC(=O)c1cnc(SCc2ccc(Cl)c(Cl)c2)nc1N1CC1	35	75	54	72	60	34	58	83
CC12CCC3c4ccc(OP(=O)(N5CC5)N5CC5)cc4CCC3C1CCC2=O (stereo not drawn)	94	126	104	99	108	93	97	109
CC(N)C(=O)c1ccccc1 (stereo not drawn)	83	98	97	93	101	104	94	100
CNc1ccccc1C(=O)O	87	102	122	86	95	109	105	111
NP(=O)(Oc1ccccc1)c1ccccc1 (stereo not drawn)	82	107	111	110	111	91	97	113
O=C(/C=C/c1ccc(F)cc1)c1nc2ccccc2n1Cc1ccc(F)cc1	-34*	70	57	12	-32*	15	22	-7.9*
CCCCN(CCCC)CC(O)c1ccccc1I (stereo not drawn)	68	87	81	86	79	72	71	70
Oc1cccc2nc3ccccc3nc12	70	105	95	183	102	71	95	116
C1CC2CCC1CNC2	78	94	118	100	99	107	100	96
O=C(Nc1ccc(Cl)cc1)Nc1nccs1	40	33	81	nt	57	34	50	67
O=S(=O)(F)c1cccc(Cl)c1C[P+](c1ccccc1)(c1ccccc1)c1ccccc1	88	89	90	116	104	85	102	95
O=C1NC(=O)C2(CC(C(=O)N(CCCl)CCCl)Oc3ccc(F)cc32)N1 (stereo not drawn)	89	91	93	105	98	113	112	96
O=C1CN2CCC1CC2	85	105	109	106	89	108	106	101
CC[C@H](C)[C@@H]1OC(=O)C(C)(C)[C@H](O)[C@H](Cc2ccccc2)OC(=O)[C@H](C(C)C)OC(=O)[C@@H](NC(=O)c2cccc(NC=O)c2O)[C@@H](C)OC1=O	47	61	29	50	64	54	nt	103
CC(=O)[O][Hg][c]1c(N)c(C)cc(C)c1F	35	70	42	97	-32*	-33*	5.9*	47
CC1CN1CCCCN1CC1C (stereo not drawn)	98	103	112	89	103	107	109	102
CCc1cccc2ccccc12	91	119	nt	107	112	107	109	89
CC(Cc1ccccc1)N(C)C (stereo not drawn)	89	108	102	91	97	102	100	nt
CCCCN(CCCC)CC(O)c1ccc(Cl)c(C)c1Cl (stereo not drawn)	96	103	105	103	101	122	98	98
CN(C)c1ccc(CN2CCCN(Cc3ccc(N(C)C)cc3)P2(=O)N(CCCl)CCCl)cc1	92	110	98	97	100	118	95	102
C[CH2][Pb]([CH2]C)([CH2]C)[O]C(=O)COc1ccccc1	-6.3*	4.7*	15	nt	-22*	2.0*	8.5*	-5.6*
O=NN1CCCCC1	99	107	110	110	103	116	99	104
CCOP(=O)(OCCCl)C(NC(=O)c1ccc(C)cc1)=C(Cl)Cl (stereo not drawn)	74	104	103	114	102	108	90	117
O=[N+]([O-])c1c(F)cc(F)c([N+](=O)[O-])c1F	100	118	nt	111	103	108	108	100

# Next compounds follow.
SMILES,UO-31,SK-OV-3,OVCAR-4,TK-10,786-0,IGROV1,SN12C,OVCAR-5
COc1ccc(CC[N+](C)(C)C)cc1,85,96,105,98,100,102,100,105
COc1ccc(-c2ccc(OC)c(OC)c2OC)cc1,39,7.7*,71,16,21,37,42,58
CC(=O)Nc1ccc(S(=O)(=O)F)cc1Cl,80,96,100,91,93,97,103,115
O=C(OC1CCCCC1)c1ccccc1C(=O)OC1CCCCC1,82&93,99&95,85&95,117&103,89&96,104,102&107,96&96
COC(=O)[C@@H](C)C[C@H](Cc1cn(C)c2ccccc12)NC(=O)c1csc([C@@H](C[C@H](C(C)C)N(C)C(=O)[C@@H](NC(=O)[C@H]2CCCCN2C)C(C)C)OC(C)=O)n1,34,27,51,28,6.5*,26,24,49
CC(=O)O[C@H]1CC[C@]2(C)[C@H]3CC[C@]4(C)[C@@H](OC(C)=O)CC[C@H]4[C@@H]3[C@@H](C)[C@]2(O)C1,89,117,110,112,103,116,101,108
COCCCCn1cc(C(=O)C2C(C)(C)C2(C)C)c2ccccc21,82,107,102,125,105,99,100,96
CC12CCC3C(CCC4CC(O)CCC43C)C1CCC2=O (stereo not drawn),94,126,108,108,78,39,102,92
Cn1nnnc1N,102,109,117,113,nt,115,106,111
CC1(C)N=C(N)N=C(N)N1c1ccc(OCCCNC(=O)Nc2ccc(S(=O)(=O)F)cc2)c(Cl)c1,84,58,54,33,28,18,24,48
CNC(=O)Oc1ccccc1OC(C)C,92&88,106&109,125,114&88,105&98,115&110,106&110,104&95
CCCCCCCCCCCCCCCCCCOC(=O)CCN1CC1,75,100,111,124,112,110,111,109
CC(CN1CCOCC1)C(C#N)(c1ccccc1)c1ccccc1 (stereo not drawn),80,117,103,99,106,112,104,102
CC1C(c2ccccc2)N1C (stereo not drawn),80,112,100,98,101,102,102,105
c1ccc2c(c1)ccc1n[se]nc12,98,116,105,95,100,106,104,100
N#CC(C#N)=C(C#N)C#N,91,109,104,nt,101,108,110,101
CC1(C)N=C(N)N=C(N)N1c1ccc(OCCNS(=O)(=O)c2cccc(S(=O)(=O)F)c2)c(Cl)c1,90,107,114,100,104,98,94,88
CC1CCCC(C)[N+]1(C)CCC(C(N)=O)(c1ccccc1)c1ccccc1 (stereo not drawn),93,104,111,109,98,104,97,102
O=C1C=C(Cl)C(=O)C=C1Cl,88,94,99,106,94,105,102,86
C#Cc1ccc2c(c1)C(c1ccccc1F)=NCC(=O)N2C,73,34,85,76,63,nt,nt,86
NC(=O)NNc1ccc([N+](=O)[O-])cc1[N+](=O)[O-],86,98,104,105,108,123,100,111
O=C(O)c1cc(Cl)ccc1Cl,101,104,105,106,103,120,98,117
Oc1cccc(-c2ccccc2)c1,93,110,92,126,104,98,105,102
C[N+](C)(C)Cc1cccc(C(F)(F)F)c1,90,101,107,100,99,103,nt,103
O=P(O)(O)CO,92,104,109,114,111,125,100,107
Nc1nc(N)c2n[nH]nc2n1,83,106,108,104,105,119,96,106
COc1cc2c(cc1OC)[C@@]13CCN4CC5=CCO[C@H]6CC(=O)N2[C@H]1[C@H]6[C@H]5C[C@H]43,88,105,100,113,103,115,108,122

# High-throughput results as filed in PubChem BioAssay.

# The list is partial, so the mix of outcomes need not match the whole.
